TEAD-YAP inh = TEAD-YAP interaction inhibition; HEK-TIYL cells, TEAD-Gal4/YAP UAS-luciferase luminescence; inhibition, % at 9.12 µM; 640,000 compounds, 1.4% hits; AID 1259422; in the data active = inhibition above about 32%;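 note: 0% = median of test compound wells and 100% = reference inhibitor wells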
FBW7 activator = human FBW7 E3 ligase activation, primary screen | Q969H0 | normalized activity (activation), % at 26.1 µM | AlphaScreen FBW7–phospho-cyclin E peptide binding, activator screen | 650,000 compounds, 0.13% hits; in the data active = normalized activity above about 1.9%;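 note: purified mutant Fbw7 with reduced substrate affinity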
GPR151 ag = human GPR151 activation. 650,000 compounds, 1% hits. Q8TDV0. PathHunter beta-arrestin GPR151 cells, luminescence. AID 1508602. activation, % at 11.2 µM; in the data active = activation above about 4.9%;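 note: 0% = median of compound wells and 100% = cells with positive control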
Target sequence (Q8TDV0 whole entry, looked up): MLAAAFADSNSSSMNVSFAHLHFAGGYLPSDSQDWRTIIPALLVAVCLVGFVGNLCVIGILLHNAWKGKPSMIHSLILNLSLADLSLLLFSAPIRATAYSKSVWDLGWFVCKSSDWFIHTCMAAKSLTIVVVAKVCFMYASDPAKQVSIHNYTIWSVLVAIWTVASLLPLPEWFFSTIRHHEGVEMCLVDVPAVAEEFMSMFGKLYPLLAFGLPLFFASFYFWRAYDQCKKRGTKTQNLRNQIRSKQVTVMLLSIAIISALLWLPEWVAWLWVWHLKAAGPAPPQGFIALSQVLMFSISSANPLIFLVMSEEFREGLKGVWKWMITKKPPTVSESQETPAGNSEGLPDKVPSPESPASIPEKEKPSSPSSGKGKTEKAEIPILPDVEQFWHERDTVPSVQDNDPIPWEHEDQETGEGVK
MITF primary = blocks human microphthalmia-associated transcription factor. inhibition, % at 2.6 µM. AID 1259374. 650,000 compounds, 0.91% hits. AlphaScreen MITF homodimerization, bead proximity signal; in the data active = inhibition above about 50%;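 note: 0% = vehicle wells with protein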
Target sequence (O75030 whole entry, looked up): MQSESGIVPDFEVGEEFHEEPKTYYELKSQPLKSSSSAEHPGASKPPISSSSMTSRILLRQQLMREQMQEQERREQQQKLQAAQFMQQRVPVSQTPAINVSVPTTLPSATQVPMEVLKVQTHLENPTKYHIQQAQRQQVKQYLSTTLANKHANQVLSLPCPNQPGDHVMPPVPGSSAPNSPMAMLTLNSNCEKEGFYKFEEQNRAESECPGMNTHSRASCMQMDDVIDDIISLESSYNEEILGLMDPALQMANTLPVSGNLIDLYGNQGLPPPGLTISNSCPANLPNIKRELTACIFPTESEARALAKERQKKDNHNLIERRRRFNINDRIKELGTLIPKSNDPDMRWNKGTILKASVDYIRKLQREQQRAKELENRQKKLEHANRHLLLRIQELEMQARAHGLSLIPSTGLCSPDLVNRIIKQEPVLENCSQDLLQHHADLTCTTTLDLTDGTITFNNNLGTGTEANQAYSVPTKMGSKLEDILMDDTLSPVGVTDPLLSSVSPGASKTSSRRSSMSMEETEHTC
* marks the source's active call; other numbers are inactive results.

SMILES	TEAD-YAP inh	FBW7 activator	GPR151 ag	MITF primary
COc1ccccc1-c1nnc(SCC(=O)Nc2nc(C)cs2)o1	-9	-0.3	2.2	3
O=c1oc2ccccc2c(N2CCN(C3CCCCC3)CC2)c1CN1CCCC1	-4	0.5	0.1	20
O=C(CSc1ncccc1C(=O)NCc1cccnc1)Nc1cccc(C(F)(F)F)c1	-7	0.0	-0.2	-3
Cc1cccc(NC(=O)/C(C#N)=C\c2ccccc2O)c1	-51	0.0	0.2	11
CCCNC(=O)C(=O)NCC1OCCCN1S(=O)(=O)c1cc(C)ccc1C (stereo not given)	-3	-0.3	-0.1	1
Cc1ccc(Cl)cc1NC(=O)c1ccc(N2CC3CC(C2)c2cccc(=O)n2C3)c(NC(=O)c2ccccc2Cl)c1 (stereo not given)	1	0.5	0.2	17
O=C(CCc1nnc(-c2ccccc2)o1)NCc1nc2ccccc2s1	-4	0.0	-0.7	-1
CC1CCc2sc(NC(=O)c3ccc([N+](=O)[O-])cc3[N+](=O)[O-])c(C(N)=O)c2C1 (stereo not given)	17	0.6	0.1	16
CC1CCN(S(=O)(=O)c2ccc3c(c2)C(=O)C(=O)N3)CC1	8	-0.1	-0.7	16
Cc1cc(C)cc(NC(=O)c2cc3ccccn3n2)c1	-58	0.1	-1.5	1
Cc1cc(C)cc(-n2cc[nH]c2=S)c1	1	0.0	1.6	5
COC(=O)c1c(NC(=O)COc2ccc(C(C)C)cc2)sc2c1C(C(=O)OC)CC2 (stereo not given)	5	-0.3	2.0	0
CCOc1ccc2nc(SCC(=O)Nc3c(C)n(C)n(-c4ccccc4)c3=O)[nH]c2c1	7	0.1	0.1	7
CCOC(=O)C(CC)Sc1nc(N)c(NC(=O)c2ccco2)c(=O)[nH]1 (stereo not given)	1	-0.1	1.8	0
CCOC(=O)c1ccc(N2C(=N)SCC2=O)cc1	5	0.3	-0.5	6
COc1ccc(/C=C2\NC(=S)NC2=O)cc1Cl	-2	0.2	1.3	-3
COc1cc(Nc2nccc(NCCN(C(C)C)C(C)C)n2)cc(OC)c1OC	1	-0.1	-1.0	-1
CCC(=O)NC(c1cccc([N+](=O)[O-])c1)c1c(OC(C)=O)ccc2ccccc12 (stereo not given)	2	0.1	0.7	-2
Cc1ccc(-c2nnc3s/c(=C\c4ccco4)c(=O)n23)cc1	10	0.1	-1.0	64*
CCOC(=O)CNC(=O)N1CCCC(CCC(=O)NCc2ccc(F)c(F)c2)C1 (stereo not given)	6	-0.1	-0.9	2
O=[N+]([O-])c1ccc2c(c1)N(c1ccc[nH]1)C([N+](=O)[O-])O2 (stereo not given)	16	0.0	0.2	10
O=C(Nc1ccc(NC(=O)c2cccs2)cc1)c1ccco1	-47	0.0	-2.6	76*
Cc1ccc2cc(C#N)c(NCCNC(=O)c3cnccn3)nc2c1	-16	0.0	0.2	-12
COc1ccc(Nc2nc(Nc3ccc(OC)cc3)nc(Nc3ccc(OC)cc3)n2)cc1	24	0.0	2.6	0
COCCn1c(=NC(=O)c2ccc(S(=O)(=O)N(C)C)cc2)sc2cc(OC)ccc21	1	-0.1	0.3	3
The listing continues:
SMILES	TEAD-YAP inh	FBW7 activator	GPR151 ag	MITF primary
COc1ccccc1C(=O)COC(=O)c1ccc(S(=O)(=O)NCc2ccco2)cc1	-1	-0.2	-0.7	18
COc1ccc(C2CC(=O)C=C(Nc3ccc(OC)c(OC)c3)C2)cc1 (stereo not given)	-14	0.0	-0.1	-2
O=C(C1CC(Cc2ccccc2)=NO1)N1CCc2[nH]ncc2C1 (stereo not given)	-16	-0.2	3.6	2
CCOC(=O)C1=CN(C)C=C(C(=O)OCC)C1c1ccc(OC)c(Br)c1	-3	0.3	-0.3	-8
Cc1ccccc1-n1ncc2c(N3CCCCC3)ncnc21	-27	0.2	0.2	1
CCCC(=O)Nc1ccccc1NC(=O)COc1ccccc1C	2	0.1	1.5	-1
CCN1CCN(CC(=O)N2CCCc3c2c(=O)oc2ccc(O)cc32)CC1	-13	-0.1	0.0	5
NS(=O)(=O)c1ccc(CNS(=O)(=O)/C=C/c2ccccc2)cc1	-2	-0.1	0.7	-10
CCOC(=O)c1c(NC(=O)CSc2nc(N)cc(=O)[nH]2)sc(C)c1C	-2	0.1	-0.9	15
COc1ccc(NC(=O)CCCCCn2c(SCc3ccccc3Cl)nc3ccsc3c2=O)cc1	0	0.3	-0.2	3
Cc1c(-c2ccccc2)sc(N)c1C(=O)N1CCOCC1	-1	0.2	0.0	17
COc1ccc(-c2nc(SCC(N)=O)c3c(=O)n(C)c(=O)n(C)c3n2)cc1	-1	-0.3	0.6	-1
N#C/C(=C(/O)CSc1nnc(NC2CCCCC2)s1)c1nc2ccccc2[nH]1	2	0.0	1.1	-14
Cc1ccc(-c2nn3c(C)nnc3s2)cc1NC(=O)c1ccccc1F	10	-0.1	0.3	-9
COC(=O)CN(n1cnnc1)S(=O)(=O)c1ccccc1	3	-0.1	0.2	2
O=C1/C(=C\c2ccccc2)C2=C(C(=O)N(c3ccccc3)C2c2ccccc2F)N1c1ccccc1 (stereo not given)	-11	0.1	-0.3	7
Cc1nn(-c2ccccc2)c2c1C(c1cccnc1)C(C#N)=C(N)O2 (stereo not given)	6	0.0	-0.1	-10
CN(C)c1ccc(-c2nnc(SCc3ccccc3)o2)cc1	-64	-0.1	-0.5	0
CC(C)n1c(N2CCN(c3ccccn3)CC2)nc2c(NC3CC3)ncnc21	-8	0.4	-0.2	-8
COc1ccc(/C=C2\N=C(c3ccc([N+](=O)[O-])cc3Cl)OC2=O)c(OC)c1	-3	-0.1	-0.2	-2
CCOC(=O)c1c(NC(=O)c2ccccc2OCC)sc2c1CCCC2	-3	0.6	-0.1	6
CC1CN(c2nc3c(c(=O)[nH]2)CCN(Cc2coc4ccccc4c2=O)C3)CC(C)O1 (stereo not given)	-2	-0.1	-0.8	-9
O=C(CC1C(=O)NCCN1Cc1ccccc1F)NC1CCCCCC1 (stereo not given)	8	0.2	3.0	19
CCC(=O)N1CCC[C@@H]2CN(C(=O)/C=C/c3cccs3)CC[C@H]21	-17	0.1	5.6*	-2
CCOC(=O)CSc1n[nH]c(NS(=O)(=O)c2ccccc2C(F)(F)F)n1	6	0.2	0.0	-20

Structural class: the entries above containing a CF3 group (two)
SMILES	TEAD-YAP inh	FBW7 activator	GPR151 ag	MITF primary
O=C(CSc1ncccc1C(=O)NCc1cccnc1)Nc1cccc(C(F)(F)F)c1	-7	0.0	-0.2	-3
CCOC(=O)CSc1n[nH]c(NS(=O)(=O)c2ccccc2C(F)(F)F)n1	6	0.2	0.0	-20

The results go on:
SMILES	TEAD-YAP inh	FBW7 activator	GPR151 ag	MITF primary
C=C(C)C(=O)Nc1ccc(C(C)=O)cc1	-4	1.0	3.6	8
CCCOCCOC(=O)C1=C(C)NC2=C(C(=O)CC(C)(C)C2)C1c1ccc(N(CC)CC)cc1 (stereo not given)	10	0.1	-1.9	12
O=C(Nc1ccnn1C1CCN(CCCc2ccccc2)CC1)c1ccc2c(c1)OCO2	10	0.3	0.5	3
COc1cc(CNc2nn[nH]n2)cc(Br)c1OC	8	-0.4	-1.6	-7
COc1ccc(NCN2C(=O)CSC2=O)c(OC)c1	1	-0.5	-0.1	-9
COc1ccc2[nH]cc(CCNC(=O)C3CCCN(c4nc5ccccc5n4C)C3)c2c1 (stereo not given)	8	0.3	-0.7	25
Cn1nc(-c2ccc(OCC(N)=O)cc2)c2ccccc2c1=O	-21	0.0	-0.5	8
CCCCOc1ccc(C(=O)N(Cc2ccc(N(C)C)cc2)C2CCS(=O)(=O)C2)cc1 (stereo not given)	-5	-0.2	2.0	1
CCOc1cc(/C=C2\N=C(c3ccc(Cl)cc3)OC2=O)cc(I)c1OC(C)=O	-1	0.1	-0.5	-10
CCOc1cc(C2NC(=S)NC(C)=C2C(=O)OC(C)C)ccc1OCc1ccccc1 (stereo not given)	-16	-0.1	1.5	-9
CSCCOC(=O)C1=C(C)NC(=O)NC1c1cc2c(cc1Br)OCO2 (stereo not given)	12	0.5	1.5	15
C=CCNc1ncnc2c1c(-c1ccccc1)cn2-c1ccc(Cl)cc1	-4	0.1	-0.2	4
c1ccc(-c2cnnn2-c2nonc2-n2cccc2)cc1	20	0.1	2.7	5
Cc1ccccc1-n1nc2c(c1NC(=O)/C=C\c1ccccc1)CSC2	3	0.0	0.8	2
COc1ccc(Br)cc1/C=N/NC(=O)c1ccccc1[N+](=O)[O-]	4	0.1	-0.2	2
CSc1cccc(CNCc2c(C(=O)N3C[C@@H](C)O[C@@H](C)C3)nc3sccn23)c1	9	-0.2	1.4	5
CC(=O)Nc1sc2c(c1C#N)CCC2	0	0.4	-0.2	5
NS(=O)(=O)c1ccc(NC(=S)NC(=O)/C=C/c2ccc([N+](=O)[O-])cc2)cc1	-3	0.0	-0.2	2
CCOC(=O)c1sc2nc(SCC(=O)Nc3ccc(OCC)cc3)n(Cc3cccc(Cl)c3)c(=O)c2c1C	-4	0.0	-0.1	-14
CCc1c(C)nc(N2CCN(CC(=O)N(CC)CC)CC2)[nH]c1=O	-5	0.2	-1.5	3
Cc1ccc(-n2nc(C(C)(C)C)cc2NC(=O)NCc2ccc(Cl)cc2)cc1	-3	0.3	0.5	6
Cc1sc2ncnc(SCC(=O)N(C)C3CCS(=O)(=O)C3)c2c1C (stereo not given)	-3	-0.1	-1.3	-7
CCC(=O)N1N=C(c2cccc([N+](=O)[O-])c2)CC1c1ccc(F)cc1 (stereo not given)	-2	0.0	0.7	7
Cc1ccc2c(c1)N(C(C)C(=O)NCc1ccccn1)C(=O)CO2 (stereo not given)	-8	-0.6	0.1	-10
CC(=O)Nc1ccc(N=Cc2c(O)n(-c3ccc(C)c(C)c3)c(=O)c3ccccc23)cc1	2	0.2	-1.1	-3
The results go on:
SMILES	TEAD-YAP inh	FBW7 activator	GPR151 ag	MITF primary
CCOC(=O)c1c(NC(=O)c2ccccc2F)sc2c1CCCCC2	7	0.1	1.5	9
CCOc1ccccc1C1C(C(=O)OCCOC)=C(C)NC2=C1C(=O)CC(C)(C)C2 (stereo not given)	6	0.0	-0.3	-7
CC(C)[C@H](NS(=O)(=O)/C=C/c1ccccc1)C(=O)OCC(=O)c1c[nH]c2ccccc12	-5	0.0	-0.9	-3
N#Cc1cc(Sc2nc3ccccc3o2)c([N+](=O)[O-])cc1C#N	-5	0.0	0.4	7
CC1=C(C(=O)Nc2ccc(F)cc2)C(c2ccc(N(C)C)cc2)C2=C(CC(c3ccccc3)CC2=O)N1 (stereo not given)	12	-0.2	0.2	-16
O=C(NC(=S)NCc1ccco1)c1cc([N+](=O)[O-])ccc1N1CCOCC1	3	-0.2	7.4*	3
COc1ccc(C2=C(NCCc3ccc(S(N)(=O)=O)cc3)c3ccccc3C2=O)cc1	1	-0.3	0.3	-19
CCOc1cc(/C=C2/C(=N)N3N=C(C(C)C)SC3=NC2=O)ccc1OCCOc1cc(C)cc(CC)c1	11	0.0	0.1	14
CN(Cc1ccccc1)S(=O)(=O)c1cc(Br)cnc1N	-2	0.2	-0.2	4
CCOC(=O)c1ccc(-c2ccc(/C=C3\C=C(c4ccccc4)N(c4cccc([N+](=O)[O-])c4)C3=O)o2)cc1	4	0.1	1.2	2
CCn1nnc2c(N3CCN(CC(=O)Nc4ccc(Cl)cc4)CC3)ncnc21	6	-0.3	3.4	7
O=c1c2ccc(Cl)cc2nc(/C=C/c2ccc(OC(F)F)cc2)n1-c1cccc(C(F)(F)F)c1	-7	0.1	0.5	-8
COc1ccc(C2=NN(S(=O)(=O)c3ccccc3)C(c3ccccc3F)C2)cc1OC (stereo not given)	-32	0.0	0.2	-8
Cc1c(NC(=O)c2cc3ccccc3o2)cccc1-c1nc2ccccc2s1	-9	0.1	-0.6	-1
COc1cc(C(=O)COC(=O)c2ccc(OC(C)C)cc2)cc(OC)c1OC	0	0.1	-1.2	-5
O=C(c1coc(=O)c2ccccc12)N1CCN(c2ccc([N+](=O)[O-])cc2)CC1	6	0.1	1.3	10

Molecules listed so far containing an NH in an aromatic ring, in the order listed:
SMILES	TEAD-YAP inh	FBW7 activator	GPR151 ag	MITF primary
Cc1cc(C)cc(-n2cc[nH]c2=S)c1	1	0.0	1.6	5
CCOc1ccc2nc(SCC(=O)Nc3c(C)n(C)n(-c4ccccc4)c3=O)[nH]c2c1	7	0.1	0.1	7
CCOC(=O)C(CC)Sc1nc(N)c(NC(=O)c2ccco2)c(=O)[nH]1 (stereo not given)	1	-0.1	1.8	0
O=[N+]([O-])c1ccc2c(c1)N(c1ccc[nH]1)C([N+](=O)[O-])O2 (stereo not given)	16	0.0	0.2	10
O=C(C1CC(Cc2ccccc2)=NO1)N1CCc2[nH]ncc2C1 (stereo not given)	-16	-0.2	3.6	2
CCOC(=O)c1c(NC(=O)CSc2nc(N)cc(=O)[nH]2)sc(C)c1C	-2	0.1	-0.9	15
N#C/C(=C(/O)CSc1nnc(NC2CCCCC2)s1)c1nc2ccccc2[nH]1	2	0.0	1.1	-14
CC1CN(c2nc3c(c(=O)[nH]2)CCN(Cc2coc4ccccc4c2=O)C3)CC(C)O1 (stereo not given)	-2	-0.1	-0.8	-9
CCOC(=O)CSc1n[nH]c(NS(=O)(=O)c2ccccc2C(F)(F)F)n1	6	0.2	0.0	-20
COc1cc(CNc2nn[nH]n2)cc(Br)c1OC	8	-0.4	-1.6	-7
COc1ccc2[nH]cc(CCNC(=O)C3CCCN(c4nc5ccccc5n4C)C3)c2c1 (stereo not given)	8	0.3	-0.7	25
CCc1c(C)nc(N2CCN(CC(=O)N(CC)CC)CC2)[nH]c1=O	-5	0.2	-1.5	3
CC(C)[C@H](NS(=O)(=O)/C=C/c1ccccc1)C(=O)OCC(=O)c1c[nH]c2ccccc12	-5	0.0	-0.9	-3

Screens (PubChem)
